Bioassay records as filed in PubChem BioAssay.
MT stabilize HCS – microtubule stabilizers in HeLa cells, primary screen, imaging, high-content imaging; HeLa tubulin immunostaining HCS, 24 h; share of cells brighter than vehicle mean+2SD; % tubulin-high responders, % at 10 µM; 200,000 compounds, 0.83% hits; AID 2205, 2009;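 active means plate Z-score above 3 for both tubulin-high and condensed-nucleus cell shares, with cell loss under 80%, at 10 µM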;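 further: anti alpha tubulin signal scored within the nucleus-defined area of each cell; some results filed as inactive read as strong as hits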
Autophagy mod – autophagy modulators in MEF cells, primary screen, imaging, high-content, MEF GFP-LC3; MEF GFP-LC3 puncta imaging; test concentration mostly 10 µM; calls only at 10 µM (by protocol); 190,000 compounds, 0.98% hits; AID 463193, 2010;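 active means percentage of spot-positive cells more than 3 SD above its plate mean, without a fluorescence outlier flag or 80% toxicity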;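 further: spot-positive cell cutoff set from DMSO-treated cells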
Dynein cargo inh – inhibitors of GR-EGFP nuclear translocation, primary screen, dynein cargo transport inhibitor project, imaging, high-content, 3617.4 mouse cells; test concentration mostly 20 µM; stimulated with dexamethasone, 1 µM; active compounds read low; z-score, hits read low; 220,000 compounds, 0.47% hits;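 active means plate z-score of nuclear minus cytoplasmic receptor signal below a set negative limit, without overly bright fluorescence or cell loss, cut at about -3.5 in these data, passing the limit was not always enough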;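 further: z-score of nuclear minus cytoplasmic ring GR-EGFP intensity difference per well; some compounds called inactive have numbers as strong as hits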
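Schedule: 48 h induction, then 1 h compound, then 30 min agonist, 37 °C. Buffer or medium: tetracycline-free induction medium containing charcoal-stripped FBS. Reagent: 1.0 µM final dexamethasone stimulus. Evaluation: nuclear versus cytoplasmic GR-EGFP signal, averaged per well. Signal: high-content fluorescence imaging after fixation.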
Insulin prom up – insulin promoter activators in MIN6 cells, imaging, high-content screening, mouse beta cells; 190,000 compounds, 0.3% hits; AID 1625, 2009; z-score at 5 µM; MIN6 insulin promoter-GFP reporter; active compounds read high;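 active means z-score above 3 at 5 µM with at least 500 cells counted in the well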
Yfh1-off respiration – enhancers of respiration in Yfh1-depleted yeast, dose response, Friedreich's ataxia, plus single-dose screen (AID 1465) | 220,000 compounds, 0.074% hits | fold induction at 50 µM, or EC50 in µM where a hit was titrated | S. cerevisiae Yfh1-off respiration, WST-1 reduction, 72 h; higher fold induction means a stronger effect;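 active means fold induction of absorbance versus untreated yeast above a set limit, then at least 30% activation at any dose in follow-up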;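 further: activators that raise dye reduction in frataxin-depleted yeast; strong numbers were not always called active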
b-catenin transl – modulators of beta-catenin nuclear translocation, primary screen, imaging, HeLa cells, immunofluorescence, high-content. nuclear translocation activity, % at 5 µM. 190,000 compounds, 0.3% hits. AID 1665, 2009;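 active means nuclear translocation activity above 50% at 5 µM, with a well cell count of 50 or more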;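 further: per-cell ratio of nuclear to cytoplasmic median beta-catenin stain intensity; plate controls were DMSO negative control for no effect and GSK-3 inhibitor IX positive control for full effect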
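assay system = human HeLa cells, endogenous beta-catenin | times = compound treatment 24 h, 37°C, 5% CO2 | detection = Anti-beta-catenin immunofluorescence on PFA-fixed, Triton-permeabilized cells, DAPI nuclei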
HEK293 NOD2/NF-kB – NOD2 signaling inhibitors, cell-based, luminescence, uHTS, HEK293 (AID 1566) | HEK293 NOD2/NF-kB luciferase reporter, luminescence; higher % means a stronger effect | inhibition, % at 4 µM, or EC50 in µM where a hit was titrated | 290,000 compounds, 0.63% hits; in the data active means inhibition above about 50%; further: many of its hits are not listed in these tables
WT yeast gro inh – growth inhibition of WT strain, primary screen, mitochondrial fusion inhibitor project, WT and mutant strains, chemical genetic | mitochondrial fusion phenotypic screen | 190,000 compounds, 2.1% hits | inhibition, % at 10 µM; in the data active means inhibition above about 58%; tested in S. cerevisiae
Hep lipid drop – inhibitors of hepatocyte lipid droplet formation, primary screen, imaging, high-throughput imaging, BODIPY stain; inhibition, % at 6.5 µM; AID 1656, 2009; AML12 mouse hepatocytes, oleate lipid droplets; 240,000 compounds, 0.4% hits;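 active means lipid droplet intensity inhibited by at least 50%, with more than 500 cells counted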
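Assay system: AML12 hepatocytes (mouse) / Also added: 100 µM oleic acid challenge / Times: overnight treatment with compound plus oleate / Detection: high-content imaging of BODIPY-stained droplets and DAPI nuclei / Evaluation: % inhibition of lipid droplet signal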
WT yeast gro inh mutant strain – second read-out of WT yeast gro inh, no call of its own (marks repeat the call); inhibition, %; mitochondrial fusion phenotypic screen, mutant strain inhibition
Dynein cargo inh cytoplasmic EGFP – second read-out of Dynein cargo inh, no call of its own (marks repeat the call); z-score; measured here: cytoplasmic GR-EGFP intensity; active compounds read high
Dynein cargo inh nuclear GR-EGFP – also measured in Dynein cargo inh; calls as there; z-score; measured here: nuclear GR-EGFP intensity;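 lower value marks the stronger effect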
Dynein cargo inh cell count – second read-out of Dynein cargo inh, no call of its own (marks repeat the call); z-score; measured here: cell count per field
Insulin prom up cell count – also measured in Insulin prom up; calls as there; cell count; measured here: cytotoxicity, nuclei count;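 total cells summed across four imaged fields per well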
Hep lipid drop cells 6.5 µM – second read-out of Hep lipid drop, no call of its own (marks repeat the call); cell count; measured here: cell count, cytotoxicity flag;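 cells counted across two imaged fields per well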
b-catenin transl cell count 5 µM – second read-out of b-catenin transl, no call of its own (marks repeat the call); cell count; measured here: cell count, cytotoxicity flag
MT stabilize HCS Hoechst-high % – further read-out of MT stabilize HCS, marked with its call; % Hoechst-high responders; measured here: nuclear condensation Hoechst responders;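 share of cells brighter than vehicle mean plus two SD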
MT stabilize HCS cytotoxicity % – recorded beside MT stabilize HCS, whose call it bears; toxicity, %; measured here: cytotoxicity by cell density;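 0% = mean cell density of plate MIN control wells and 100% = no cells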
Autophagy mod cell loss 18 h – recorded beside Autophagy mod, whose call it bears; toxicity, %; measured here: cell loss, nuclei count;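 cell loss after 18 h compound exposure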
* marks the source's active call; other numbers are inactive results; i = inactive; nt = no result given. This is a subset, so the mix of outcomes need not match the whole.

SMILES | MT stabilize HCS | MT stabilize HCS Hoechst-high % | MT stabilize HCS cytotoxicity % | Autophagy mod | Autophagy mod cell loss 18 h | Dynein cargo inh | Dynein cargo inh cytoplasmic EGFP | Dynein cargo inh nuclear GR-EGFP | Dynein cargo inh cell count | Insulin prom up | Insulin prom up cell count | Yfh1-off respiration | b-catenin transl | b-catenin transl cell count 5 µM | HEK293 NOD2/NF-kB | WT yeast gro inh | WT yeast gro inh mutant strain | Hep lipid drop | Hep lipid drop cells 6.5 µM
O=C(NN=C1C2CC3CC(C2)CC1C3)c1cccs1 | 1.2 | 1.5 | 11 | i | -4 | -0.73 | 0.75 | 0.02 | 1.8 | nt | nt | i | 0.5 | 1111 | -12% | 8 | -3 | -2 | 760
Cc1[nH]c2ccccc2c1/C=N/NC(=O)c1cc(C(C)C)[nH]n1 | nt | nt | nt | nt | nt | -0.2 | -0.17 | -0.0098 | -0.27 | -0.31 | 1078 | i | -0.9 | 1329 | 8% | nt | nt | 0 | 769
Cc1ccc(-c2cn3cc(C)ccc3n2)cc1 | 2.4 | 1.1 | 8.2 | i | 1 | 0.66 | -0.21 | 0.49 | -0.24 | 0.68 | 1189 | i | -1.4 | 1069 | 72%* | 22 | 26 | 20 | 743
O=C(Nc1ccccc1)OCCOc1ccccc1 | 4.5 | 4.4 | 5.0 | i | 13 | -0.22 | 3.7 | 0.55 | -0.6 | 0.73 | 1053 | i | 0.8 | 1150 | -86% | 10 | -2 | nt | nt
CSc1ccc(/C=N/NC(=O)CNc2ccc3ccccc3c2)cc1 | 2.6 | 2.5 | 8.2 | i | 6 | 0.45 | -0.14 | 1.5 | -1.5 | -0.54 | 1383 | i | -1.1 | 1042 | -6% | 65* | 51* | 2 | 544
COC(=O)[C@@H]1CC[C@H](C)[C@@H](c2ccc(C)cc2)N1C(=O)c1ccc(/C=N/OCC[C@@H]2C=C[C@H](OC(C)=O)[C@@H](COC(C)=O)O2)cc1 | 3.8 | 2.4 | 7.7 | i | -41 | 0.95 | -0.32 | 0.73 | 0.78 | -0.23 | 970 | nt | -0.7 | 512 | 4% | 3 | -15 | 2 | 737
COc1ccc(-c2cc(C#N)nc(N3CCNCC3)n2)cc1 | 1.8 | 1.5 | 4.3 | i | -6 | 0.67 | 0.11 | 0.8 | -0.074 | nt | nt | i | nt | nt | 10% | -5 | 8 | 14 | 768
N#Cc1ccc(C(=O)N/N=C/c2cn(CC(=O)O)c3ccccc23)c(F)c1 | 2.7 | 1.3 | 11 | i | 0 | 0.62 | -0.28 | 0.37 | 0.52 | 0.04 | 1236 | i | -1.2 | 988 | 2% | 2 | 0 | -5 | 651
Cn1nc(C(F)(F)F)c(C(=O)Nc2ccc(F)cc2F)c1Sc1ccc(Cl)cc1 | 1.4 | 1.2 | 7.2 | i | -3 | nt | nt | nt | nt | nt | nt | i | nt | nt | -17% | -14 | -18 | nt | nt
OC1CCCN(Cc2nc(Cc3ccccc3Cl)no2)C1 (stereo not drawn) | 4.1 | 3.0 | 8.0 | i | -15 | 0.29 | -0.15 | 0.027 | -0.7 | nt | nt | i | 2.1 | 867 | 4% | 12 | 7 | 16 | 753
Cc1c(NC(=S)N/N=C/c2ccc([N+](=O)[O-])cc2O)c(=O)n(-c2ccccc2)n1C | nt | nt | nt | nt | nt | -0.36 | -0.21 | 0.18 | 0.17 | -0.4 | 961 | i | -0.6 | 1277 | 8% | nt | nt | -44 | 688
COc1ccc(C(C#N)Nc2ccccc2OC)cc1 (stereo not drawn) | 2.0 | 1.6 | 6.5 | i | 1 | 1.4 | -0.38 | 0.35 | 0.45 | 0.63 | 1366 | i | -2.2 | 1455 | 2% | -2 | -2 | nt | nt
Cc1ccc(OCC(=O)N2c3ccccc3NC(=O)C2(C)C)c([N+](=O)[O-])n1 | 2.7 | 0.9 | 7.5 | i | 5 | -0.94 | -0.2 | -0.5 | 0.38 | 0.05 | 1285 | i | -1.0 | 1030 | 11% | -2 | 7 | -10 | 687
O=C(NNS(=O)(=O)c1ccc(Cl)cc1Cl)c1cc2ncc(C(F)(F)F)cc2s1 | nt | nt | nt | nt | nt | -0.27 | -0.24 | -0.2 | 0.56 | nt | nt | i | 0.4 | 1111 | 22% | nt | nt | -2 | 692
O=C1CC(Sc2ncccc2C(=O)O)C(=O)N1 (stereo not drawn) | 2.9 | 1.3 | 11 | i | -5 | -0.4 | -0.33 | -0.37 | 0.02 | 0.38 | 1683 | i | -1.9 | 1031 | -18% | -16 | 5 | 1 | 668
Cc1ccc(C2CC(=O)Nc3cc4c(cc32)OCO4)o1 (stereo not drawn) | 1.5 | 1.7 | 4.9 | i | -4 | 0.14 | -0.42 | 0.079 | 0.18 | -0.74 | 1023 | i | -0.8 | 1204 | 11% | -16 | -10 | -5 | 738
CN(NC(=O)c1ccccc1)C1=NS(=O)(=O)c2ccccc21 | nt | nt | nt | i | -14 | -0.31 | -0.36 | 0.14 | 0.76 | nt | nt | i | 1.7 | 1520 | 4% | 0 | -6 | 3 | 746
CS(=O)(=O)c1cnc(-c2cccnc2)nc1N | 1.9 | 1.3 | 8.1 | i | 20 | 0.79 | -0.26 | 0.61 | -0.63 | nt | nt | i | -0.2 | 1541 | 19% | -5 | -5 | 7 | 715
O=C(CCn1c(=O)sc2ccccc21)NCCC1=CCCCC1 | nt | nt | nt | nt | nt | nt | nt | nt | nt | 0.74 | 1199 | i | -5.5 | 1217 | 2% | 15 | -9 | -22 | 790
COc1ccccc1NC(=O)CC(NCc1ccccc1)C(=O)O (stereo not drawn) | 4.8 | 2.1 | 4.4 | i | -7 | -0.18 | -0.21 | -0.14 | 0.98 | 0.13 | 1140 | nt | -1.6 | 1095 | 16% | 5 | -7 | 17 | 734
CCCOc1cc(C)nc(-c2ccccc2O)n1 | 2.3 | 2.0 | 6.0 | i | -11 | -0.9 | -0.31 | -0.2 | 0.24 | 0.03 | 1573 | i | 1.1 | 1330 | -13% | 22 | 19 | nt | nt
CCOC(=O)NC(=O)C(=CNc1cccc(OC)c1)C(=O)NC(=O)OCC | 2.4 | 1.3 | 2.7 | i | -7 | -0.25 | -0.33 | -0.46 | 0.62 | 0.22 | 1182 | i | -2.6 | 557 | -1% | -5 | -9 | 8 | 761
COc1cc(C(C(=O)Nc2c(C)cccc2C)N(C)C(=O)c2ccc(-n3cnnn3)cc2)ccc1O (stereo not drawn) | nt | nt | nt | nt | nt | 0.64 | 0.12 | 0.61 | -0.4 | -0.76 | 1095 | i | 0.6 | 1284 | -12% | nt | nt | -29 | 665
Cc1ccc(S(=O)(=O)N2CCN(C(=O)COc3ccc(-c4nnco4)cc3)CC2)cc1 | 3.0 | 1.8 | 0.2 | i | 5 | -0.019 | -0.25 | -0.12 | 0.15 | 0.11 | 1308 | i | -1.8 | 767 | 22% | 23 | 8 | nt | nt
C=CCOC(=O)C1=C(C)NC(C)=C(C(=O)OCC=C)C1c1cn(-c2ccccc2)nc1-c1ccco1 | 2.9 | 2.4 | 5.1 | i | -6 | -1.4 | -0.27 | -0.14 | 1.3 | -1.5 | 1906 | i | 0.9 | 515 | -7% | -7 | -28 | -14 | 748
CCOc1ccc(C(=O)Nc2ccc(S(=O)(=O)N3CCOCC3)cc2)cc1OCC | 2.1 | 1.9 | 6.0 | i | -2 | 0.077 | -0.21 | 0.42 | 0.15 | 0 | 1012 | i | -1.1 | 960 | 0% | 3 | 14 | nt | nt
O=C(NCc1ccc(C(=O)O)cc1)OCc1ccccc1 | 3.3 | 1.5 | 4.7 | i | 9 | -0.41 | -0.23 | -0.24 | 0.17 | -0.88 | 1511 | i | 1.5 | 918 | 9% | -1 | 1 | 63* | 695*
CCOC(=O)N/N=C\C=C\c1ccco1 | 3.7 | 2.6 | 8.2 | i | 15 | 0.17 | 0.71 | 0.46 | 0.16 | nt | nt | i | -1.1 | 1114 | 6% | -3 | 2 | 11 | 691
COc1ccccc1/C=N/NC(=O)COCC(=O)N/N=C/c1ccccc1OC | 3.4 | 2.1 | 5.3 | i | 28 | 1.4 | -0.29 | 1 | -0.52 | 1.7 | 1262 | i | -0.3 | 1112 | 8% | 1 | 0 | 4 | 686
CCc1cc(SC#N)cc(C)c1N | 3.2 | 2.9 | 4.0 | i | -7 | 0.64 | -0.33 | -0.23 | -0.79 | nt | nt | i | -3.4 | 1033 | 18% | -7 | 5 | -19 | 690
CC(=O)NS(=O)(=O)c1ccc(N)cc1 | 1.9 | 1.1 | 7.1 | i | 7 | 0.24 | -0.28 | 0.56 | 0.47 | nt | nt | i | nt | nt | 11% | -3 | -1 | -5 | 727
